Rpn11 inh: Rpn11 (PSMD14) deubiquitinase inhibitors, primary screen, biochemical, fluorescence polarization, uHTS. 26S proteasome non-ATPase regulatory subunit 14 (Homo sapiens), O00487. human 26S proteasome, Ub4-pepOG fluorescence polarization; 20S core pre-blocked with epoxomicin. calls only at 20 µM. hit rate 0.59% among 360,000;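 active = inhibition at 20 µM, scaled to each plate's controls, above about 33%, limit read from the data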
Target sequence (O00487 whole entry, looked up): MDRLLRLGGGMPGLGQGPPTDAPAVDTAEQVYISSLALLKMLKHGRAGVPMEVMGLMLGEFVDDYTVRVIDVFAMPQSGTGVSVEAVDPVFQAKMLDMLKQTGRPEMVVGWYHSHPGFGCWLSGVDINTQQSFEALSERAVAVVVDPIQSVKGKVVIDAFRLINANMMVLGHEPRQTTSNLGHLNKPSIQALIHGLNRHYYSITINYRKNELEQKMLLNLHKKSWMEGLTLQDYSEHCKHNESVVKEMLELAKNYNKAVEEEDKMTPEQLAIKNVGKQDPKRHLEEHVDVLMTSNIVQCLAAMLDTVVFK
MT1-MMP act inh: blockers of MT1-MMP proenzyme processing, primary screen, HT1080 RFP-PRO-GFP cells, GFP/RFP fluorescence. GFP/RFP ratio fluorescence, overnight; percent of plate control window, DMSO zero. AID 651647, 2012. GFP/RFP ratio change, % at 20 µM. Matrix metalloproteinase-14 (Homo sapiens), P50281. hit rate 0.061% among 360,000;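 active = GFP/RFP ratio change of at least 30% with cell ATP level not reduced by more than half and red fluorescence within 50% of control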; also: strong numbers were not always called active
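Test system: HT1080 RFP-PRO-GFP cells; Benchmarks: DMSO and RFP-L50D-GFP cell wells; Timing: cells overnight before dosing, compound overnight, 37 °C, 5% CO2; Compound: one 20 µM compound dose with 1% DMSO; Read-out: GFP/RFP fluorescence ratio.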
SUMO1 PPI mod: modulators of SUMO1 protein-protein interactions, primary screen, biochemical, uHTS | Small ubiquitin-related modifier 1 (Homo sapiens), P63165 | SUMO1 binding to a labelled peptide, TR-FRET, 1 h | inhibition, % at 20 µM | hit rate 0.33% among 360,000; in the data active = inhibition above about 37%
NadD inh: inhibitors of S. aureus NadD, primary screen, biochemical, colorimetric, uHTS; Nicotinate-nucleotide adenylyltransferase NadD (Staphylococcus aureus N315); purified NadD enzyme, colorimetric absorbance read-out; inhibition, % at 20 µM; hit rate 0.78% among 360,000; in the data active = inhibition above about 26%; also: some compounds past the cut are filed as inactive
STEP inh: STEP phosphatase inhibitors, primary screen, biochemical, fluorescence intensity, uHTS; recombinant STEP, OMFP fluorogenic substrate; inhibition, % at 20 µM; hit rate 0.25% among 360,000; AID 588621, 2011;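 active = inhibition at 20 µM, scaled per plate between control wells, above about 37%, limit read from the data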;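 also: 0% = DMSO with enzyme and substrate and 100% = substrate only without enzyme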
Target sequence (P54829 whole entry, looked up): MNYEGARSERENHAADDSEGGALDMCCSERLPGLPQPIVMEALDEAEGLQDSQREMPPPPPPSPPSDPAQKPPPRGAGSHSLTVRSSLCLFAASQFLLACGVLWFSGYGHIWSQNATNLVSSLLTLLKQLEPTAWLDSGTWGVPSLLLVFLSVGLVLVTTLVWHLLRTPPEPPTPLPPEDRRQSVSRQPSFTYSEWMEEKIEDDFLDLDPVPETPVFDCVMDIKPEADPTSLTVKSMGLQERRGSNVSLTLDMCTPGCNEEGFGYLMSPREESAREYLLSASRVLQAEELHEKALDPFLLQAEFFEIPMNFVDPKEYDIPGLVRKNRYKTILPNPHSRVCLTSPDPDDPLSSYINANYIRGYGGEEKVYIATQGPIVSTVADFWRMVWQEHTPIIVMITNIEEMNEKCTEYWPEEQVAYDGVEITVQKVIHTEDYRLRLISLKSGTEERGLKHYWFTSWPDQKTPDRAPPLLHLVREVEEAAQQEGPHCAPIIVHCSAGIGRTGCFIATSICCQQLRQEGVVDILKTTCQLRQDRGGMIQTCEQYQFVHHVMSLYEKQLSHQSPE
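material = STEP tyrosine phosphatase | reagent = fluorogenic phosphatase substrate OMFP at 25 µM final | doses = single compound dose of 20 µM, 1% DMSO final | schedule = 20 min reaction, room temperature, in the dark | measured by = fluorescence, 480/540 nm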
NRP1-CendR mod: modulators of CendR peptide binding to NRP-1, primary screen, biochemical, fluorescence polarization, uHTS | Neuropilin-1 (Homo sapiens), O14786 | FAM-RPARPAR peptide binding to NRP-1 | inhibition, % at 25 µM | hit rate 0.85% among 360,000;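 active = inhibition or corrected inhibition above about 18%, plus a signal ratio from 0.5 to 1.5, limit read from the data, passing the limit was not always enough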; also: strong numbers were not always called active
DNMT1 inh: human DNMT1 methyltransferase inhibitors, primary screen, biochemical, molecular beacon, fluorescence, HinP1I cleavage, uHTS. hit rate 0.83% among 360,000. DNA (cytosine-5)-methyltransferase 1 (Homo sapiens), P26358. inhibition (reported as % activation of signal), % at 10 µM; in the data active = inhibition above about 50%
SKN-1 inh: suppressors of acrylamide-induced Pgst-4::GFP reporter in worms, primary screen, SKN-1 inhibitor project, whole organism, uHTS, GFP/RFP fluorescence ratio, strain VP596; C. elegans VP596 Pgst-4::GFP/RFP ratio, 24 h; inhibition, % at 21.8 µM; AID 624304, 2012; hit rate 0.49% among 360,000;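 active = interference check ratio from 0.5 to 1.5 plus GFP to RFP signal ratio inhibition reaching or exceeding a fixed threshold, cut at about 30% in these data, passing the limit was not always enough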; also: some compounds called inactive have numbers as strong as hits
LMPTP block: LMPTP phosphatase inhibitors, primary screen, biochemical, fluorescence intensity, uHTS | Low molecular weight phosphotyrosine protein phosphatase (Homo sapiens), P24666 | recombinant LMPTP-A, OMFP fluorogenic substrate | inhibition, % at 20 µM | hit rate 0.22% among 360,000 | AID 651560, 2012;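 active = compounds that cut the enzyme signal by at least half of the control window in the single-dose screen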;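 also: plate controls were DMSO wells with enzyme plus substrate for no effect and substrate without enzyme for full effect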
Target sequence (P24666 whole entry, looked up): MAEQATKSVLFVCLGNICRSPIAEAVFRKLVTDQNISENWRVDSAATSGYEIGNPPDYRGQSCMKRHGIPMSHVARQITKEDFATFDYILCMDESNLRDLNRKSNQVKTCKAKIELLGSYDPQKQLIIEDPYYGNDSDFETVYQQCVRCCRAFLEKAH
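Test system: LMPTP-A, protein tyrosine phosphatase of low molecular weight; Input: 0.625 nM enzyme; Incubation: 50 min dark incubation at room temperature; Signal: endpoint fluorescence intensity from OMFP dephosphorylation; Read-out basis: % inhibition versus control wells.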
Scp-1 inhibitor: Scp-1 phosphatase inhibitors, primary screen, biochemical, colorimetric, uHTS; Carboxy-terminal domain RNA polymerase II polypeptide A small phosphatase 1 (Homo …; Recombinant Scp1, phosphopeptide, malachite green phosphate absorbance; inhibition, % at 20 µM; hit rate 0.88% among 340,000; AID 493091, 2011;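 active = inhibition above about 50% at 20 µM, limit read from the data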;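 also: plate controls were DMSO wells with enzyme for no effect and wells lacking enzyme for full effect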
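Material: truncated SCP-1 phosphatase (76-261aa) / Buffer or medium: 50 mM Tris acetate pH 5.5, 0.005% Tween-20, 10 mM MgCl2 / Compound dosing: one concentration, 20 µM, with 1.0% DMSO / Incubation: 45 min room-temperature reaction, 5 min colour, 30 min stabiliser / Detection: colorimetric free-phosphate detection, absorbance 630 nm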
* hit, by the source's call; i = inactive; · = not tested or not shown. Rows are unselected. Share with any hit: about 3.9%.

SMILES	Rpn11 inh	MT1-MMP act inh	SUMO1 PPI mod	NadD inh	STEP inh	NRP1-CendR mod	DNMT1 inh	SKN-1 inh	LMPTP block	Scp-1 inhibitor
COc1cc2c(cc1OC)C(c1cc(Br)ccc1O)N(C(C)=O)CC2 (stereo not given)	i	0	19	-6	1	8	0	-13	-0.4	0
CCN(c1cccc(C)c1)S(=O)(=O)c1ccc(-c2cc(C)no2)s1	i	0	-8	-7	4	11	-1	17	4.9	-14
CCCn1nnc(NC(=S)NC(=O)/C=C/c2ccco2)n1	i	-1	0	-3	-1	-22	3	14	-1.2	0
CCCCNC(=O)Cn1nc(C)c(S(=O)(=O)N2CCOCC2)c1C	i	-2	1	-2	-1	6	-5	16	-0.8	34
Cc1ccc(C)c(Cn2nnc3c(=O)[nH]c(C4CCN(S(=O)(=O)c5ccc(S(=O)(=O)N(C)C)cc5)CC4)nc32)c1	i	0	-2	46*	1	-9	-5	24	2.3	-1
Cc1ccc(-c2cc(C(=O)Nc3cc(C)on3)no2)cc1	i	7	-1	-1	-1	7	12	10	-0.6	-5
CC(NC(=O)c1ccccc1F)c1nnc(SCC(=O)NC2CCCCC2)n1C (stereo not given)	i	3	0	1	-4	6	-1	-10	-0.6	-3
COCCCNC(=O)c1cn(-c2cccc(OC)c2)c(=O)c2ccccc12	i	3	-4	1	-2	2	1	6	-0.5	-10
COc1ccc(/C=C/C(=O)N2CCN(c3ccccc3)CC2)cc1S(=O)(=O)N1CCOCC1	i	-4	-3	1	0	0	-1	-12	0.2	-10
CCc1ccc(S(=O)(=O)Nc2ccncc2)cc1	i	0	4	0	-2	-5	-2	4	-1.3	-7
CCOC(=O)N1CCN(C(=O)C2CCC(=O)N(Cc3cccc(C(F)(F)F)c3)C2)CC1 (stereo not given)	i	2	-3	-8	-3	8	1	-19	-1.1	-15
Cc1ccc(S(=O)(=O)N2CC(=O)Nc3ccccc32)cc1	i	0	-2	8	2	-4	2	5	-0.1	-5
Cc1onc(-c2c(Cl)cccc2Cl)c1C(=O)N1CCSCC1	i	1	4	0	-2	-3	0	2	-1.5	-3
COc1ccccc1NC(=S)N(Cc1ccccc1)Cc1cccnc1	i	1	-1	-1	1	3	-1	10	-1.8	-4
O=C(c1ccco1)N1N=C(c2ccccc2O)CC1c1cccs1 (stereo not given)	i	0	-2	-1	-1	-9	-3	3	1.9	·
COc1cc(Cl)c(C)cc1NC(=O)Cc1cccs1	i	7	-4	-3	0	-4	3	-14	0.8	-12
Cc1ccc(C(=O)C[n+]2ccccc2)cc1	i	-1	11	2	0	-2	-1	3	-2.2	1
COc1ccccc1CNC(=O)Cn1cc(Br)ccc1=O	i	4	4	-8	1	6	0	-6	-1.8	-10
CC1CN(C(=O)N[C@@H](Cc2ccccc2)C(=O)O)CC(C)O1 (stereo not given in full)	i	4	-1	3	-2	20	-14	-8	-3.0	-8
Cc1cc2ccccc2n2c(SCC(=O)Nc3ccc(S(=O)(=O)N4CCCCC4)cc3)nnc12	i	1	5	7	-2	-5	8	-3	1.1	-5
COC(=O)Cc1ccc(OCC(=O)Nc2ccc(OC(F)(F)F)cc2)cc1	i	6	4	-5	-1	2	4	-1	0.8	-7
CCOC(=O)C1(Cc2cccc(F)c2)CCN(Cc2c(C)nn(CC)c2C)CC1	i	0	-1	-3	-1	-5	0	0	1.5	-7
Cc1ccc(Cl)c(NC(=O)CCl)c1Cl	i	0	5	8	-1	0	1	5	-0.7	-5
CSc1nc2nc(-c3cccc(C(F)(F)F)c3)ccn2n1	i	5	-7	2	0	12	0	11	-0.4	-5
c1ccc2c(c1)Cc1cc3ccccc3nc1-2	i	-3	-35	-3	2	-3	14	13	3.4	-10
Cc1cc(/C=N/NC(N)=S)c(C)n1-c1ccc(Br)cc1	i	-1	3	12	1	5	-9	-16	2.8	7
CCCCCCCCCCCCCCCC(=O)NCCO	i	1	-3	0	0	2	-2	-23	-0.2	-17
CC(=O)c1cccc(NC(=O)c2ccncc2)c1	i	7	4	0	2	-3	0	12	-0.9	-1
Brc1ccc(C2=CC(c3ccco3)n3nnnc3N2)cc1 (stereo not given)	i	-20	-13	-5	4	-5	9	-15	0.2	-7
CCOc1ccc(NC(=O)CN(C)C(=O)c2cc([N+](=O)[O-])ccc2Sc2ccccc2)cc1OCC	i	3	-33	-3	3	-5	-16	6	3.0	-11
CC(C)CN(C(=O)COC(=O)CCC(=O)c1ccc(F)cc1)c1c(N)n(Cc2ccccc2)c(=O)[nH]c1=O	i	0	-5	-1	0	-9	8	14	0.6	-4
COc1cc(C(=O)Nc2ccc3c(c2)C(=O)c2ccccc2C3=O)cc(OC)c1OC	i	2	2	-2	74*	-5	66*	10	47	88*
CCOC(=O)c1cc(C)[nH]c(=S)c1C#N	i	12	-3	5	2	1	-4	-10	-0.4	7
COc1ccccc1C(=O)Nc1ccnn1C1CCN(Cc2cnn(C)c2C)CC1	i	1	16	1	-3	10	0	22	-1.5	-5
Cn1cnnc1SCC(=O)Nc1cc(S(=O)(=O)N2CCCCCC2)ccc1Cl	i	0	2	0	2	-1	1	5	-0.8	2
Cc1ccc(C2=C/C(=C/c3cccs3)C(=O)O2)cc1	·	-2	-7	5	2	-36	6	23	-0.1	-10
CC(=O)c1ccc(N=C2NC(=O)C(CO)(CO)S2)cc1	i	-2	0	-8	-2	11	-1	-18	-0.7	-3
COCCN(C(=O)COC(=O)Cc1cccc(OC)c1)c1c(N)n(Cc2ccccc2)c(=O)[nH]c1=O	i	-1	-4	5	-1	4	3	5	-0.3	1
O=[N+]([O-])c1cccc(-c2n[nH]c(=S)n2Cc2ccccc2)c1	i	4	-15	8	1	6	2	-9	-2.1	-5
O=c1[nH]c(=O)c2cc3ccccc3nc2[nH]1	i	2	-27	-2	-2	7	15	3	-1.1	-5

Quoted from the listing.
MT1-MMP act inh result of COCCN(C(=O)COC(=O)Cc1cccc(OC)c1)c1c(N)n(Cc2ccccc2)c(=O)[nH]c1=O stands at -1
MT1-MMP act inh result of Cc1ccc(Cl)c(NC(=O)CCl)c1Cl stands at 0

A second format for part of the listing above.
Results follow in this order: Rpn11 inh | MT1-MMP act inh | SUMO1 PPI mod | NadD inh | STEP inh | NRP1-CendR mod | DNMT1 inh | SKN-1 inh | LMPTP block | Scp-1 inhibitor
> CC(=O)c1ccc(N=C2NC(=O)C(CO)(CO)S2)cc1
 : i | -2 | 0 | -8 | -2 | 11 | -1 | -18 | -0.7 | -3
> Cn1cnnc1SCC(=O)Nc1cc(S(=O)(=O)N2CCCCCC2)ccc1Cl
 : i | 0 | 2 | 0 | 2 | -1 | 1 | 5 | -0.8 | 2
> c1ccc2c(c1)Cc1cc3ccccc3nc1-2
 : i | -3 | -35 | -3 | 2 | -3 | 14 | 13 | 3.4 | -10
> CSc1nc2nc(-c3cccc(C(F)(F)F)c3)ccn2n1
 : i | 5 | -7 | 2 | 0 | 12 | 0 | 11 | -0.4 | -5
> COc1cc(C(=O)Nc2ccc3c(c2)C(=O)c2ccccc2C3=O)cc(OC)c1OC
 : i | 2 | 2 | -2 | 74* | -5 | 66* | 10 | 47 | 88*

More records follow:
SMILES	Rpn11 inh	MT1-MMP act inh	SUMO1 PPI mod	NadD inh	STEP inh	NRP1-CendR mod	DNMT1 inh	SKN-1 inh	LMPTP block	Scp-1 inhibitor
Clc1ccc(C2CC(c3ccccc3)Nc3ncnn32)cc1 (stereo not given)	i	4	10	3	4	-10	-2	4	-0.5	0
Cc1nc(-c2ccccc2Cl)sc1C(=O)/C=C/N(C)C	i	-8	-12	0	3	2	0	5	1.9	-8
CCOc1ccc(C(=O)OCC(=O)NC(C)C)cc1	i	0	5	2	-1	2	6	-2	-1.1	-7
CC(=O)Oc1ccc(C(=O)O)cc1OC(C)=O	i	0	-2	-5	0	9	3	12	-0.3	-1
COc1ccc(NC(=O)NCCCN2CCN(c3ccccc3F)CC2)cc1	i	0	1	-4	0	11	1	5	-2.2	-10

Some of these compounds in order of the Scp-1 inhibitor value, rising:
smiles,Rpn11 inh,MT1-MMP act inh,SUMO1 PPI mod,NadD inh,STEP inh,NRP1-CendR mod,DNMT1 inh,SKN-1 inh,LMPTP block,Scp-1 inhibitor
COc1ccc(NC(=O)NCCCN2CCN(c3ccccc3F)CC2)cc1,i,0,1,-4,0,11,1,5,-2.2,-10
Cc1nc(-c2ccccc2Cl)sc1C(=O)/C=C/N(C)C,i,-8,-12,0,3,2,0,5,1.9,-8
CC(=O)Oc1ccc(C(=O)O)cc1OC(C)=O,i,0,-2,-5,0,9,3,12,-0.3,-1

Arranged by length of the SMILES (lowest first): three of the compounds above.
SMILES	Rpn11 inh	MT1-MMP act inh	SUMO1 PPI mod	NadD inh	STEP inh	NRP1-CendR mod	DNMT1 inh	SKN-1 inh	LMPTP block	Scp-1 inhibitor
CC(=O)Oc1ccc(C(=O)O)cc1OC(C)=O	i	0	-2	-5	0	9	3	12	-0.3	-1
Clc1ccc(C2CC(c3ccccc3)Nc3ncnn32)cc1 (stereo not given)	i	4	10	3	4	-10	-2	4	-0.5	0
Cc1nc(-c2ccccc2Cl)sc1C(=O)/C=C/N(C)C	i	-8	-12	0	3	2	0	5	1.9	-8

Screens as filed in PubChem.
